APP 5'UTR act = activators of APP 5'UTR luciferase reporter, primary screen, SH-SY5Y cells; SH-SY5Y APP 5'UTR luciferase reporter, luminescence; zero percent = DMSO vehicle wells; activation, % at 2 µM; 190,000 tested, 1% active; AID 1276, 2008;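 active means activation above a set limit, based on mean plus 3 SD of controls, cut at about 140% in these data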; further: values of inactives mirror those of a sister screen read the other way
FLuc inh counter = firefly luciferase enzyme inhibitors, primary screen, artefact control for luciferase-based inhibitor screens, biochemical, luminescence, ATPLite; Luciferin 4-monooxygenase (Photinus pyralis), P08659; 10 min; inhibition, % at 10 µM; 200,000 tested, 1.5% active; AID 1006, 2008;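 active means inhibition above about 50% when tested at 10 µM, limit read from the data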
PMI activator = activators of human PMI, primary screen, biochemical, fluorescence intensity, near-Km mannose 6-phosphate; Mannose-6-phosphate isomerase (Homo sapiens), P34949; purified human PMI, coupled resazurin fluorescence, 20 min; stronger effect = higher value; 1 = vehicle control, 0 substrate-free wells; activation factor at 20 µM; 190,000 tested, 0.005% active; AID 1214, 2008;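 active means activation factor of 2 or more at 20 µM, relative to plate controls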
Target sequence (P34949 whole entry, looked up): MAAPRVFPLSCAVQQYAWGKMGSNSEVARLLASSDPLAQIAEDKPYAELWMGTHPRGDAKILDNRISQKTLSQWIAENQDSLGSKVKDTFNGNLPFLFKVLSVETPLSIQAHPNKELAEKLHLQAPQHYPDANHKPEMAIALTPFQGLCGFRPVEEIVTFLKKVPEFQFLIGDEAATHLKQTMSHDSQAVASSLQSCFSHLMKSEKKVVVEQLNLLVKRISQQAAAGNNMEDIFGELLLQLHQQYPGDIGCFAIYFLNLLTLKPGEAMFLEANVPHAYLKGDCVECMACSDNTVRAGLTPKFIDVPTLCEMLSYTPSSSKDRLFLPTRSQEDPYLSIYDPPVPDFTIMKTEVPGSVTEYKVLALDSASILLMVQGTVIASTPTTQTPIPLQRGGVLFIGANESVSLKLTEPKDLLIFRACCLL
TNAP inh hi DEA = human TNAP enzyme inhibitors, primary screen, biochemical, luminescent, high phosphate acceptor level, uHTS. Alkaline phosphatase, tissue-nonspecific isozyme (Homo sapiens), P05186. purified TNAP, CDP-star luminescence, 1 M DEA. inhibition, % at 20 µM. 200,000 tested, 0.03% active;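 active means over 50% inhibition of tissue-nonspecific alkaline phosphatase at 20 µM in the single-dose screen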;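 further: plate controls were DMSO wells for no effect and EDTA-quenched wells as full inhibition for full effect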
Target sequence (P05186 whole entry, looked up): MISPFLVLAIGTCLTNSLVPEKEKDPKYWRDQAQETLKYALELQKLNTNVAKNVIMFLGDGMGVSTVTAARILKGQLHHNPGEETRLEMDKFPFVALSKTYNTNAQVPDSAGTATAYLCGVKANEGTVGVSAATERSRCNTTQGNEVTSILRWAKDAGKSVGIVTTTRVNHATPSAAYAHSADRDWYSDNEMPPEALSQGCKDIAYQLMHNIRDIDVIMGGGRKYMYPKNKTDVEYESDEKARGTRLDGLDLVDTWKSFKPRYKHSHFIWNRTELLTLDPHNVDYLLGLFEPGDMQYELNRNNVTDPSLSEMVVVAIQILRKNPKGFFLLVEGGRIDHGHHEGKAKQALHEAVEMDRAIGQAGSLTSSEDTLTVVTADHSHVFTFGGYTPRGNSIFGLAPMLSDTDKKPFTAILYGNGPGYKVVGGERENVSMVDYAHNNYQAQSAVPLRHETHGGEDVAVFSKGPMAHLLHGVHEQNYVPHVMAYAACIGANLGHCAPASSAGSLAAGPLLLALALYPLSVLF
FLuc stim CS = FLuc activators, initial screening, artefact control for FLuc-dependent activation tests, biochemical, ATPlite luminescence; Luciferin 4-monooxygenase (Photinus pyralis), P08659; AID 1027, 2008; activation factor at 10 µM; 200,000 tested, under 10 active; ATPlite luciferase biochemical, 10 min; 0 = ATP-free wells, 1 = DMSO control;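 active means luciferase activation factor, scaled between plate controls, of at least 2 with compound at 10 µM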
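System: Luciferase/luciferin detection reagent, cell-free biochemical luciferase assay | Medium: PBS buffer for ATP | Dosing: Test compounds dosed from 2 mM stocks in 100% DMSO | Timing: 10 min at ambient temperature | Signal: Luminescence measurement of luciferase light output | Evaluation: Luciferase activation, seen as luminescence increase over controls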
NF-kB neuron act = activators of NF-kB expression in neurons, primary screen, cell-based, HTS. human neuronal cells, NF-kB reporter expression; stronger effect = higher value. fold change at 12.5 µM. 190,000 tested, 1.6% active. AID 1239, 2008; in the data active means fold change above about 3.3
PMI act satM6P = human PMI activators, high substrate, primary screen, biochemical, fluorescence intensity, near-saturating mannose 6-phosphate; Mannose-6-phosphate isomerase (Homo sapiens), P34949; 190,000 tested, 0.34% active; activation factor at 20 µM; coupled PMI enzyme assay, resazurin fluorescence, 20 min; stronger effect = higher value; 1 = untreated enzyme, 0 = substrate-free blank; AID 1216, 2008;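 active means activation factor of 2 or more at 20 µM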
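Material: human phosphomannose isomerase with PGI, G6PDH, diaphorase coupling enzymes; amount: PMI at 15 ng/mL final; also added: Mannose-6-phosphate 1.0 mM (near-saturating) plus 0.22 mM NADP+; incubation: enzyme reaction with compound 20 min at room temperature; signal: resorufin fluorescence (Ex 544/Em 590 nm) from resazurin via diaphorase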
TNAP act hiacc = TNAP activators at high phosphate acceptor level, primary screen, biochemical, luminescence, uHTS | Alkaline phosphatase, tissue-nonspecific isozyme (Homo sapiens), P05186 | purified TNAP, CDP-star luminescence, 1 M DEA, 30 min; stronger effect = higher value; 0 = EDTA background, 1 = DMSO-only activity | activation factor at 20 µM | 200,000 tested, under 10 active;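 active means activation factor at least 2 at 20 µM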
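Dosing: 20 µM single point. System: human TNAP. Amount: TNAP 1/800 final. Incubation: 30 min, room temperature. Read-out: TNAP activation factor scaled between EDTA and DMSO control wells. Signal: luminescence from CDP-star hydrolysis. Medium: 1 M DEA, pH 9.8, Mg2+, Zn2+. Control set: EDTA negative control, DMSO positive control.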
bIAP act = bovine intestinal alkaline phosphatase activators, primary screen, biochemical, bovine IAP, CDP-star luminescence; alkaline phosphatase, intestinal [Bos taurus]; AID 1016, 2008; purified bovine IAP, 30 min; stronger effect = higher value; fold of DMSO-control signal, blank-subtracted; activation factor at 20 µM; 200,000 tested, 0.17% active;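 active means activation factor of 2 or more at 20 µM, a signal rise over negative controls twice the positive control's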
TNAP inh no acc = human TNAP enzyme inhibitors, primary screen, biochemical, luminescent, no phosphate acceptor, uHTS; Alkaline phosphatase, tissue-nonspecific isozyme (Homo sapiens), P05186; inhibition, % at 20 µM; AID 1012, 2008; 200,000 tested, 0.26% active; purified TNAP, CDP-star luminescence, 30 min;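 active means tissue-nonspecific alkaline phosphatase inhibition above about 50% at 20 µM in the single-dose screen, limit read from the data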;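 further: 0% = DMSO negative control and 100% = EDTA positive control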
Active calls of the source: *; . = no result given. The order is random (roughly 3.6% active in at least one column).

SMILES	APP 5'UTR act	FLuc inh counter	PMI activator	TNAP inh hi DEA	FLuc stim CS	NF-kB neuron act	PMI act satM6P	TNAP act hiacc	bIAP act	TNAP inh no acc
CCn1cc(C(=O)OCC(=O)Nc2ccc(C(C)C)cc2)c(=O)c2ccc(C)nc21	-25.6	8.4	1	-5.5	0.9	1.19	1	1.1	1	3.5
COc1ccc(C(C#N)Nc2ccccc2C)cc1 (stereo not drawn)	-3.7	-0.7	0.9	-2.9	1	0.95	0.9	1	1	-7.9
O=C(NC1=NCCS1)c1cccc2ccccc12	16.2	18.2	1	0.1	0.8	1.49	1	1	0.9	-4.4
Cc1cc(C(=O)Nc2ccc(S(=O)(=O)Nc3onc(C)c3C)cc2)c(C)o1	10.8	-7.2	1	-4.1	1.1	1.35	1.1	1	1	-10.4
CN(C1CCCCC1)S(=O)(=O)c1cccc(C(=O)OCC(=O)NC2CCCc3ccccc32)c1 (stereo not drawn)	5.4	-9.8	0.8	-1.5	1.1	0.95	0.9	1	0.9	-15.0
COc1ccc(OC)c(CN2CCC(CO)(CCOc3ccccc3)CC2)c1	-9.9	-10.5	1	-7.9	1.1	0.83	1	1.1	1.1	-7.5
CC(Sc1nnc2ccccn12)C(=O)N1CCc2ccccc2C1 (stereo not drawn)	23.4	-2.3	1	0.0	1	1.34	1	1	0.9	-7.3
CCOC(CNC(=O)c1ccc(N2CCc3ccccc32)c([N+](=O)[O-])c1)OCC	10.2	-7.4	0.9	13.2	1.1	0.88	1	0.9	0.9	1.3
COc1ccc(O)c(N)c1	-15.4	0.8	0.8	23.4	1	0.97	1	0.8	1.1	36.0
COc1ccccc1NC(=O)NC(N)=O	14.7	1.3	1	-4.3	1	1.24	1	1	1	-10.5
CC(C)c1ccc(CNc2c([N+](=O)[O-])c(=O)oc3ccccc23)cc1	2.3	2.7	1	1.7	1	1.09	1	1	1.3	-0.7
COc1ccccc1Nc1nc(N)nc(CSc2nnc(C)s2)n1	11.8	-1.4	1	-0.6	1	1.43	1	1	1	-7.6
O=C(CN1CCN(C(=S)NC2CCCC2)CC1)Nc1ccc(Oc2ccccc2)cc1	-1.4	-2.2	0.8	1.0	1	0.85	0.8	1	0.7	-17.5
Cc1ccc(C(=O)N/N=C/C=C/c2ccccc2)cc1	4.9	4.2	1.1	-4.0	1	1.5	1.1	1	0.9	-51.3
O=C(CCN1C(=O)C2C3C=CC(C3)C2C1=O)N1CCN(c2cccc(Cl)c2)CC1 (stereo not drawn)	-5.0	-4.7	0.9	-2.6	1	0.83	0.9	1	1	-10.1
CCCCc1nc(NCCNC(=O)c2ccccc2)c(C#N)c2c1CSC(C)(C)C2	2.3	-4.9	0.9	-7.9	1	1.08	1	1.1	1	-16.0
CN(C)c1nc(N)nc(CSc2nnnn2-c2ccc(F)cc2)n1	-12.0	-6.9	0.9	-2.4	1.1	0.94	1	1	0.9	-19.6
O=S(=O)(c1ccc2ccccc2c1)n1cnc2ccccc21	-2.2	-10.8	0.9	-2.4	1.1	1.09	0.9	1	1	4.1
COc1ccc(Cl)cc1NC(=O)c1cnc2sccn2c1=O	19.9	-4.3	0.9	-1.8	1	1.47	0.8	1	0.9	-8.4
CN1CCN(C(=O)c2ccccc2N(Cc2ccccc2)S(C)(=O)=O)CC1	7.5	-6.3	1	-3.9	1.1	1	0.9	1	0.9	-13.1
CC(C)Cc1nnc(NC(=O)Cc2ccccc2[N+](=O)[O-])s1	4.0	-5.7	1	-3.5	1.1	1.07	1	1	0.8	-4.8
Nn1cnnc1SC1CCCCC1NS(=O)(=O)c1ccccc1 (stereo not drawn)	20.9	-4.6	1.2	-2.5	1	1.19	1.4	1	1.1	-9.2
Cn1c(=O)oc2cc(S(=O)(=O)N3CCC(N4CCCCC4)CC3)ccc21	-13.4	-2.1	0.9	-3.9	1	0.87	1.1	1	0.9	-8.6
COc1cccc2cc3c(=O)oc4ccccc4c3nc12	18.0	3.1	0.9	-5.5	1	1.03	0.8	1.1	1	-11.4
COc1ccc(-n2c(CN3CCC(C(N)=O)CC3)nc3ccc([N+](=O)[O-])cc3c2=O)c(OC)c1	9.8	-1.5	0.9	-1.0	1	0.97	0.7	1	1.1	-4.9

Entries shown so far containing a Cl atom, in the order listed:
SMILES	APP 5'UTR act	FLuc inh counter	PMI activator	TNAP inh hi DEA	FLuc stim CS	NF-kB neuron act	PMI act satM6P	TNAP act hiacc	bIAP act	TNAP inh no acc
O=C(CCN1C(=O)C2C3C=CC(C3)C2C1=O)N1CCN(c2cccc(Cl)c2)CC1 (stereo not drawn)	-5.0	-4.7	0.9	-2.6	1	0.83	0.9	1	1	-10.1
COc1ccc(Cl)cc1NC(=O)c1cnc2sccn2c1=O	19.9	-4.3	0.9	-1.8	1	1.47	0.8	1	0.9	-8.4

Next part.
SMILES	APP 5'UTR act	FLuc inh counter	PMI activator	TNAP inh hi DEA	FLuc stim CS	NF-kB neuron act	PMI act satM6P	TNAP act hiacc	bIAP act	TNAP inh no acc
Cc1ccc(CN2CCN(Cc3ccc(-n4cccn4)cc3)CC2CCO)cc1 (stereo not drawn)	-17.2	-5.6	0.9	-5.6	1.1	1.25	1	1.1	1.2	-5.8
O=C(N=Nc1c(O)[nH]c2ccc(Br)cc12)c1cc(-c2cccs2)nc2ccccc12	-27.7	4.0	1	9.1	1	1.07	1	0.9	1	7.2
COc1ccccc1NC(=O)COc1ccc(/C=N/NS(=O)(=O)c2ccc(C)cc2)cc1	-4.5	-5.5	0.8	-1.7	1.1	1.08	0.8	1	0.9	-6.0
N#C/C(=C(\O)C(F)(F)F)c1nnc2n1CCCCC2	15.9	-6.2	1.2	-0.5	1.1	1.26	1	1	1	-9.0
CCOc1ccccc1NC(=O)c1cc(Cl)ccc1NC(=O)c1ccco1	-20.5	-7.2	0.9	0.7	1.1	1.18	0.9	1	0.9	-7.2
O=S(=O)(c1ccc(Cl)s1)N1CCN(Cc2ccccc2)CC1	-5.7	-8.9	0.8	-1.1	1.1	1.28	0.8	1	0.8	-4.4
O=C(NC1CCCC1)C(c1ccc(F)cc1)N(C(=O)Cc1cccs1)c1ccc2c(c1)OCCO2 (stereo not drawn)	-13.9	-7.4	1.1	-1.5	1.1	1.06	1.1	1	1	4.3
O=C(/C=C/c1ccco1)Nc1cccnc1	10.1	33.4	1.1	6.0	0.7	.	1	0.9	1.1	6.2
COc1ccc(N(C(=O)COc2ccc(F)cc2)S(=O)(=O)c2ccc(C)cc2)cc1	-6.8	-3.0	0.9	-2.2	1	1.07	0.9	1	0.9	12.9
Nc1c(C(=O)NCc2ccco2)nnn1CC(=O)Nc1ccc2c(c1)OCO2	-16.1	-2.5	1.1	-0.7	1	3.95*	1	1	1	-13.1
Cc1ccc2nc(C(F)C(F)(F)F)[nH]c2c1 (stereo not drawn)	11.3	3.8	1	-3.8	1	1.65	1	1	1	-4.1
COc1ccc(/C=C/c2noc(-c3ccccc3O)n2)cc1	71.2	54.0*	0.8	-2.5	0.5	1	0.9	1	0.9	-14.1
Cc1cc(/C=C(/C#N)c2cccc(Cl)c2)c(C)n1C	19.5	-2.3	0.9	-2.1	1	1.59	0.9	1	1	-8.6
O=C(N/N=C/c1ccncc1)c1cccc(NC(=O)c2ccccc2Cl)c1	-5.8	-2.8	1.2	-2.1	1	1.11	1.2	1	0.9	3.4
Cc1ccc(-c2nnc(SCC#CCOC(=O)c3cccs3)o2)cc1	13.1	-4.7	0.9	0.6	1	1.65	1	1	0.6	-2.4
CCN1CCN(CC(=O)N2N=C(c3ccc(OC)cc3)CC2c2ccc(OC)cc2)C(=O)C1=O (stereo not drawn)	4.6	-2.9	1	-3.4	1	1.06	1	1	1.1	-12.3
C=CCc1cc(Cl)ccc1OCCCNCCO	10.6	-5.4	0.9	-3.6	1.1	1.07	0.9	1	1.1	-4.2
CCCC(=O)Nc1nnc(Cc2ccccc2)s1	-2.7	-5.0	1	-0.2	1.1	1.3	1	1	1	-4.4
Cc1cc2cc(C)c(NCCNC(=O)c3cccs3)nc2cc1C	-20.2	-1.6	0.8	-2.7	1	1.03	0.8	1	1	-5.6
CCOC(=O)c1c(-c2ccccc2)nc2ccc(C)cn12	66.0	9.8	1.1	-4.3	0.9	2.2	1.1	1	1	7.1
COc1cc(C)nc(Oc2ccc(/C=N/O)cc2)n1	10.2	-6.1	1	-5.4	1.1	1.29	1.1	1.1	0.9	-11.0
Cc1cccc(Oc2ccc(NC(=O)c3ccccc3C(=O)O)cc2)c1C	5.8	5.5	1	-2.7	0.9	0.91	0.8	1	1	-0.4
CCS(=O)(=O)n1nc(-c2ccc(C)cc2)nc1N	17.9	-0.7	1	2.3	1	1.35	1	1	0.9	-2.8
O=C(COC(=O)c1cccc(NC(=O)c2ccco2)c1)c1ccc(Br)cc1	26.9	60.1*	0.9	-0.3	0.4	1.2	0.9	1	0.6	-3.5
C/C=C(/C)C(=O)O[C@@H]1c2c(ccc3ccc(=O)oc23)O[C@@H]1C(C)(C)OC(C)=O	4.6	-3.3	1	2.1	1	1.21	1	1	1	-3.4
O=C(NCc1ccc(F)cc1)C(C(=O)NCc1ccc(F)cc1)c1ncc(C(F)(F)F)cc1Cl	15.3	-6.1	1.1	1.7	1.1	1.06	1.1	1	1	-5.2
COCCN(Cc1cc2cc3c(cc2nc1Cl)OCO3)C(C)=O	-6.5	0.6	.	-7.8	1	1.29	.	1.1	1.1	-7.0
COc1ccc(-n2cnc3cc(NCc4ccco4)ccc32)cc1	75.4	10.7	0.8	-7.5	0.9	1.74	0.8	1.1	0.8	-14.7

Three of the entries above in order of their number in TNAP inh no acc, falling:
smiles,TNAP inh no acc
O=C(COC(=O)c1cccc(NC(=O)c2ccco2)c1)c1ccc(Br)cc1,-3.5
C=CCc1cc(Cl)ccc1OCCCNCCO,-4.2
CCOc1ccccc1NC(=O)c1cc(Cl)ccc1NC(=O)c1ccco1,-7.2

Compound profiles (already shown). Screens in order: APP 5'UTR act	FLuc inh counter	PMI activator	TNAP inh hi DEA	FLuc stim CS	NF-kB neuron act	PMI act satM6P	TNAP act hiacc	bIAP act	TNAP inh no acc
Shown for Cc1cccc(Oc2ccc(NC(=O)c3ccccc3C(=O)O)cc2)c1C → 5.8	5.5	1	-2.7	0.9	0.91	0.8	1	1	-0.4
Shown for Cc1ccc(-c2nnc(SCC#CCOC(=O)c3cccs3)o2)cc1 → 13.1	-4.7	0.9	0.6	1	1.65	1	1	0.6	-2.4
